NR2E3 ag-1: agonists of human NR2E3 nuclear receptor | Q9Y5X4 | CHO-S Gal4-NCOR/VP16-NR2E3 two-hybrid, luciferase | inhibition of corepressor binding, % at 3.98 µM | hit rate 0.35% among 360,000 | AID 602229;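 active means inhibition above the mean of all tested compounds plus 3 SD, cut at about 70% in these data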;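 further: 0% = DMSO with NR2E3 transfected cells and 100% = cells lacking NR2E3 construct; higher means lower luciferase signal from less NR2E3 corepressor binding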
Target sequence (Q9Y5X4 whole entry, looked up, the tested form may be a part): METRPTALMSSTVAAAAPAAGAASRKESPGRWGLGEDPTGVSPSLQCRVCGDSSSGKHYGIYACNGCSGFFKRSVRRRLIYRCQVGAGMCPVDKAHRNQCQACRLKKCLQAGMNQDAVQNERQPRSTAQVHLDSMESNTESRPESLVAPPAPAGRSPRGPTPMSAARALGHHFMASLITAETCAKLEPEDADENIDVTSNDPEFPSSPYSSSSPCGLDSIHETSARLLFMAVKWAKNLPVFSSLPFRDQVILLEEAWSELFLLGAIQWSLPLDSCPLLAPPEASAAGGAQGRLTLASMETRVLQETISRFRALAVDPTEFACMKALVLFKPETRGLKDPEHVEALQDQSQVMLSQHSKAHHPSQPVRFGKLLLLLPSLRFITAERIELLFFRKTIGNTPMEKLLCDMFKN
KKLEB cytotox: counter-screen for CF NF-kB inhibitors: cytotoxicity; KKLEB CF airway cells viability, ATPlite luminescence, overnight; stronger effect = lower value; cells stimulated with P. aeruginosa culture filtrate; activity change (cytotoxicity), % at 5 µM; hit rate 0.36% among 360,000; AID 602141;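 active means corrected activity change at or below -50% at 5 µM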
TROY NFkB inh: inhibitors of TROY-dependent NF-kB signaling | Q293 LMP1-TROYcd NF-kB luciferase reporter, 4 h | inhibition, % at 10 µM | hit rate 0.98% among 360,000 | AID 1347056;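 active means compounds whose plate-normalised and pattern-corrected inhibition of the luciferase reporter signal at the single screening dose is 50% or more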
Shn3 inh set2: Schnurri-3 reporter inhibition in Clone20 osteoblasts; Clone20 osteoblast Shn3 3'UTR firefly luciferase, 24 h; hit rate 0.52% among 360,000; inhibition, % at 12.5 µM; AID 588674;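 active means mean inhibition of at least 75% with every replicate also reaching 75%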;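 further: 0% = median of neutral control wells and 100% = pilot-screen positive control compound; some compounds past the cut are filed as inactive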
Peg3 prom inh: Peg3 promoter activity inhibition | HeLa PEG-Prom luciferase reporter, luminescence, overnight | inhibition, % at 20 µM | hit rate 1.7% among 360,000 | AID 588405;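 active means inhibition of at least 50% at 20 µM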
CF NFkB inh: cystic fibrosis NF-kB activation inhibition | hit rate 0.86% among 360,000 | KKLEB NF-kB-GFP reporter, PAF-induced, GFP fluorescence overnight | inhibition, % at 5 µM;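 active means at least 50% inhibition at 5 µM, scaled per plate between neutral and stimulator controls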;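 further: PAF is a Pseudomonas aeruginosa culture filtrate used as stimulus; plate controls were PAF-stimulated DMSO wells for no effect and unstimulated DMSO wells for full effect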
TWEAK-Fn14 inh: inhibitors of TWEAK-Fn14 interaction signaling | TWEAK-stimulated Fn14 reporter cells, luciferase luminescence, 8 h | inhibition, % at 10 µM | hit rate 2% among 360,000 | AID 1159606; in the data active means inhibition above about 50%
HIF-2a block: inhibitors of HIF-2a; inhibition, % at 18.8 µM; 786-0 RCC cells HIF-2a reporter, luciferase luminescence, overnight; hit rate 0.72% among 360,000;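 active means inhibition of the luminescence signal of 40% or more relative to plate controls, in a single-dose primary screen at 18.75 µM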
NR2E3 ag-2: activates human photoreceptor nuclear receptor NR2E3 | AID 2300 | Q9Y5X4 | hit rate 0.12% among 320,000 | inhibition of corepressor binding, % at 4.78 µM | GST-NR2E3/biotin-RetCOR TR-FRET, 1536-well;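 active means percent inhibition above the cutoff of mean plus 3 SD of all tested compounds, set per screening campaign, cut at about 20% in these data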;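 further: 0% = DMSO wells and 100% = biotin wells as full block of FRET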
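Format: 1536-well format; test system: GST-NR2E3 and biotin-RetCOR proteins; read-out basis: percent inhibition of TR-FRET ratio; timing: 5 h incubation at 4 °C; detection: time-resolved FRET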
TRAIL sens C8: caspase-8 TRAIL sensitization | hit rate 1% among 360,000 | inhibition (viability loss, TRAIL sensitization), % at 10 µM | NB7+C8 cells + TRAIL, ATPlite viability luminescence;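 active means compounds causing at least 50% loss of cell viability in the single-dose screen, relative to plate controls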
MITF TRPM1 inh: reduces MITF-dependent TRPM1 promoter luciferase signal | SK-MEL-5 TRPM1 promoter luciferase, 24 h | inhibition, % at 12.5 µM | hit rate 0.83% among 330,000 | AID 488899;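 active means mean inhibition across replicates of 60% or more, whatever share of single replicates reaches that level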; further: values of inactives mirror those of a sister screen read the other way
Starred values were filed as active, the others as inactive; · = no result given. An excerpt; count on the stated rates, not on these rows.

Values run as follows: NR2E3 ag-1	KKLEB cytotox	TROY NFkB inh	Shn3 inh set2	Peg3 prom inh	CF NFkB inh	TWEAK-Fn14 inh	HIF-2a block	NR2E3 ag-2	TRAIL sens C8	MITF TRPM1 inh
> COc1ccc(-c2cn3c(C)c(C(=O)NC(C)C)sc3n2)cc1
→ -14	4	-48	-3	-141	6	-4	-51	-3	-10	-32
> Cc1ccc(/C=C/C2=NN(C)C(=O)CC2)cc1
→ -64	-8	-35	-84	-240	10	10	-164	3	53*	-62
> COc1ccc(Nc2nc(N3CCN(C)CC3)nc3ccccc23)c(OC)c1
→ 6	7	-19	-2	4	-8	-40	11	2	0	-4
> Cc1ccc(CNCC2CCCO2)o1 (stereo not drawn)
→ -9	0	4	8	-1	8	-3	8	-3	-7	1
> COc1ccc(NC(=S)NC(NC(=O)CCl)C(Cl)(Cl)Cl)c([N+](=O)[O-])c1 (stereo not drawn)
→ -24	14	3	14	25	-18	12	33	1	7	34
> O=C(Cc1ccc(NC(=O)C2CCCN(C(=O)C3CCC3)C2)cc1)Nc1cccc(C(=O)N2CCCCC2)c1 (stereo not drawn)
→ -14	-1	-7	-14	-2	8	13	-2	·	-3	-4
> CC(C)(C)OC(=O)NCCCCCc1nnc(SCc2ccccc2)o1
→ 17	-18	8	43	7	-1	-5	7	0	-3	-12
> CC1(C(=O)NCc2ccccc2)CCC(=O)N1C1CC1 (stereo not drawn)
→ -7	-5	3	8	12	-8	1	1	·	0	·
> C=CCn1c(NC(=O)c2ccco2)nc2ccccc21
→ 3	5	-37	-14	5	-4	14	-2	1	0	14
> COc1cccc(-c2cc(-c3cccnc3)nc(N)c2C#N)c1
→ 3	-1	-16	15	13	0	13	17	14	-16	-4
> CC(C)(C)c1ccc(CCC(CC(=O)O)CC(=O)O)cc1
→ -9	-28	-6	-7	-12	11	17	17	-4	-1	8
> Cc1c(C)c(C)c(CO/N=C/c2cccs2)c(C)c1C
→ -8	1	7	26	3	3	3	19	0	0	0
> N#C/C(=C\c1ccc(OCC(N)=O)cc1)c1ccccc1
→ -6	-2	-69	-47	-231	-10	-20	-155	0	10	-38
> Cc1cc(C)c(C)c(S(=O)(=O)NC(C(=O)NCCc2ccco2)C(C)C)c1C (stereo not drawn)
→ 4	-16	-2	-5	-2	-9	-8	-3	0	-23	0
> Cc1ccc(NC(=O)CN2C(=O)NC(Cc3c[nH]c4ccccc34)C2=O)cc1 (stereo not drawn)
→ -11	-5	13	-3	12	-14	0	16	2	1	17
> Nc1nnn(CC(=O)N/N=C/c2ccc(Cl)cc2Cl)n1
→ 28	-9	-15	8	3	8	15	5	2	0	4
> Cc1cc(C)cc(OCC(=O)OCC(=O)Nc2c(C)n(C)n(-c3ccccc3)c2=O)c1
→ -2	-7	-15	16	1	5	7	7	-4	0	6
> S=c1[nH]nc(-c2ccccn2)n1/N=C/c1c(Cl)cccc1Cl
→ 23	2	-10	15	3	-10	-8	21	5	13	12
> O=C(N/N=C/c1ccc(-c2ccc([N+](=O)[O-])cc2)o1)C(O)c1ccccc1 (stereo not drawn)
→ -42	11	-24	31	-3	-42	-25	-12	0	0	-16
> COc1cccc(C(=O)N2CCN(Cc3cccc(F)c3)CC2)c1
→ 6	2	6	-2	9	14	-11	23	-1	-15	4
> Cc1ccc2c(COC(=O)CNS(=O)(=O)c3ccccc3)cc(=O)oc2c1
→ 6	4	1	6	-3	11	-11	-10	·	-12	-8
> O=C1NC(c2ccccc2)C(C(=O)c2cccs2)C(O)(C(F)(F)F)N1 (stereo not drawn)
→ 5	-4	-23	7	-1	10	-23	-11	0	4	9
> Cc1ccc(N2C(=O)C(NC(=O)c3c(F)cccc3F)(C(F)(F)F)C3=C2CC(C)(C)CC3=O)cc1 (stereo not drawn)
→ 10	7	10	7	-1	-7	12	20	-3	3	8
> CCCCOc1ccc(CCC(=O)N/N=C/c2ccco2)cc1
→ -7	-20	-9	-59	-21	-7	2	-3	4	-11	-8
> COc1ccc(CNC(=O)C2CCCN(c3nc4ccccc4o3)C2)c(OC)c1 (stereo not drawn)
→ 3	-4	-1	0	19	5	-4	-18	0	-4	9
> O=C(COC(=O)CCOc1ccccc1)Nc1ncc(Cl)cc1Cl
→ -12	4	4	-16	7	-3	13	15	4	-12	2
> CN1CCN(C(=O)c2ccc(-c3cc4nc(NCc5cccnc5)n(C)c(=O)c4s3)cc2)CC1
→ 7	4	-5	-1	-5	-25	-12	-10	·	-1	·
> COc1ccccc1C(=O)NC(=O)COC(=O)c1ccc(NC(=O)CC#N)cc1
→ -18	0	-1	-15	-19	-5	-6	-8	-2	15	1
> Cc1ccc(NS(=O)(=O)c2ccc(-n3cccn3)cc2)c(Br)c1
→ 49	-8	7	13	22	10	6	19	·	-8	·
> O=C(Nc1ccc(S(=O)(=O)N2CCCCCC2)cc1)c1ccco1
→ -54	4	-39	-24	-91	4	-2	-127	-1	18	-43

At a glance, part of the list above:
Values run as follows: NR2E3 ag-1	KKLEB cytotox	TROY NFkB inh	Shn3 inh set2	Peg3 prom inh	CF NFkB inh	TWEAK-Fn14 inh	HIF-2a block	NR2E3 ag-2	TRAIL sens C8	MITF TRPM1 inh
> Nc1nnn(CC(=O)N/N=C/c2ccc(Cl)cc2Cl)n1
→ 28	-9	-15	8	3	8	15	5	2	0	4
> Cc1cc(C)cc(OCC(=O)OCC(=O)Nc2c(C)n(C)n(-c3ccccc3)c2=O)c1
→ -2	-7	-15	16	1	5	7	7	-4	0	6
> S=c1[nH]nc(-c2ccccn2)n1/N=C/c1c(Cl)cccc1Cl
→ 23	2	-10	15	3	-10	-8	21	5	13	12

New compounds follow:
Values run as follows: NR2E3 ag-1	KKLEB cytotox	TROY NFkB inh	Shn3 inh set2	Peg3 prom inh	CF NFkB inh	TWEAK-Fn14 inh	HIF-2a block	NR2E3 ag-2	TRAIL sens C8	MITF TRPM1 inh
> O=C(NC1CCCc2ccccc21)C1CCN(c2c3c(nc4ncnn24)CCC3)CC1 (stereo not drawn)
→ 18	6	14	78	27	-4	-2	16	1	-13	13
> CCN1C(=O)[C@H]2[C@@H](c3ccc(C)cc3)N[C@]3(CCCN(Cc4ccc(Cl)cc4)C3=O)[C@H]2C1=O
→ -13	2	-7	-1	-4	-28	4	-5	·	8	·
> Cc1cc(-c2nc(-c3ccncc3)no2)ccc1[N+](=O)[O-]
→ -90	6	-40	-78	-225	-50	8	-180	1	-10	-66
> COc1cc(OC)c(C2CC(=O)N3CN(C)CSC3=C2C#N)cc1OC (stereo not drawn)
→ -30	7	-2	-8	13	12	3	5	1	3	·
> O=C1CCCN1CCCNS(=O)(=O)c1cccs1
→ -22	22	-12	0	-2	-18	-8	3	·	-8	1
> CNC(=S)Nc1ccc(N2CCCC2)c(S(=O)(=O)Nc2ccc(OC)cc2)c1
→ 10	-15	-12	30	23	10	-3	7	·	-16	8
> CCCc1cc(=O)[nH]c(SCCCCN2C(=O)c3ccccc3C2=O)n1
→ 21	-6	6	8	23	17	4	10	2	-10	-4
> CCCOc1nc2c(c(=O)n(C)c(=O)n2C)n1Cc1cccc2ccccc12
→ 22	-8	36	73	17	-11	29	14	6	13	-2
> C=CCN(c1ccccc1)S(=O)(=O)c1cccc(C(=O)OCC(=O)NC2CC2)c1
→ -13	11	6	13	1	-10	-12	17	-1	-5	7
> Oc1ccccc1C=NN=CC=Cc1ccccc1
→ -30	7	-31	-30	-341	-16	-5	-234	·	13	-43
> COC(=O)CS(=O)(=O)c1ccsc1C(=O)Nc1ccc(F)cc1
→ 3	-6	1	-6	-58	-10	-5	-17	5	13	6
> CCc1ccc(S(=O)(=O)NC2CCCCNC2=O)cc1 (stereo not drawn)
→ 1	3	-3	4	19	4	10	7	2	-6	8
> Cc1cc(C(=O)NCC(=O)OCC(=O)N(C(C)C)C(C)C)ccc1[N+](=O)[O-]
→ 2	10	-13	5	6	0	-3	11	-1	4	9
> Cc1cccc(NC(=O)NNC(=O)c2ccccn2)c1
→ -10	6	-9	-4	2	-9	1	1	·	-22	-11
> CCOC(=O)CC(=O)Nc1nnc(CC(C)C)s1
→ -12	7	1	-14	-4	-26	-19	8	-2	-5	0
> Cn1nc(-c2ccccc2)c(C(=O)NCC(=O)O)c1Cl
→ -12	-10	21	-5	6	4	7	13	-3	0	8
> CCCCCC(=O)NC(=S)Nc1ccc(Cl)cn1
→ -8	-4	-23	-34	-93	-12	-21	-81	2	-3	-2
> Cc1nnc(NC(=O)CSc2nnc(C(C)NC(=O)c3ccccc3F)n2C)s1 (stereo not drawn)
→ -4	-14	9	-5	-3	26	38	3	1	-4	-12
> Cc1cc(NC(=O)C(C)SCC(=O)OC(C)C(=O)Nc2ccccc2C)no1 (stereo not drawn)
→ -22	6	-6	-8	9	-2	1	9	-1	8	-9
> Cc1ccc(NC(=O)CN(C)C(=O)c2cccc(S(=O)(=O)NCc3cccs3)c2)cc1
→ -28	4	0	-19	-29	-8	-13	-9	2	-4	-3
> COc1ccc(CCNC(=O)CCC(=O)N2CCOc3ccccc32)cc1OC
→ -32	-5	5	-1	3	12	15	15	-1	6	-8
> O=C(N/N=C/c1cnc(N2CCOCC2)s1)c1ccccc1
→ -40	18	-31	-26	-34	14	-11	-66	6	4	-5
> O=C(Nc1ccc(N2CCOCC2)cc1)c1ccc(Cl)nc1
→ 0	3	21	1	-201	-20	-17	-117	-3	3	-8
> O=C(COC(=O)c1ccc(Br)cc1)NCCc1ccccc1
→ 10	2	-6	4	-6	13	22	22	2	29	6
> Cc1ccc(S(=O)(=O)N2CCOCC2)cc1NC(=O)C1=NN(c2ccccc2)C(=O)CC1
→ 8	4	-8	4	8	-18	-11	7	1	-20	5
> CCSc1cc(N2CCCC2)nc(-c2ccc(Cl)cc2)n1
→ 14	-2	11	-4	-16	0	1	-14	1	2	0
> N=C(N)SCc1nc2ccccn2c1Br
→ -19	12	4	-14	-2	2	2	9	-1	-13	1
> Cc1cc(C)c(NC(=O)COC(=O)COc2ccc3c(C)cc(=O)oc3c2)c(Cl)c1
→ -7	14	-7	16	-5	-28	-5	5	6	0	0
> O=c1[nH]nc2n1CCCCC2
→ -3	-5	12	-3	7	7	-5	14	-6	-5	-10
> COC(=O)C(C)N(C#N)c1nc(C)nc(C)n1 (stereo not drawn)
→ -2	13	-6	0	10	-6	-4	23	4	-10	13
> COc1ccc(OCCCC(=O)OCC(=O)c2ccc3c(c2)NC(=O)CO3)cc1
→ -22	18	9	5	-2	10	-3	7	-3	-8	-12
> CCOC(=O)CSCc1nc(-c2ccc(Cl)cc2)oc1C
→ 0	1	-30	17	2	2	-1	50*	0	4	-5
> COc1ccc(-c2nc3ccccc3nc2-c2ccc(OC)cc2)cc1
→ 10	9	6	17	19	-1	12	-2	1	-7	-5
> Cc1cc(C)nc(N2CCCC(C(=O)Nc3cccc(Cl)c3)C2)n1 (stereo not drawn)
→ -6	1	-3	-10	21	-2	-7	17	4	5	17
> CC(C)(C)OC(=O)N1CCC(C(=O)Nc2cccc(C(=O)N3CCCC3)c2)CC1
→ -29	-13	-8	-5	9	16	8	4	·	10	12
> Cc1ccc(C2NC(=O)c3ccccc3N2)c(C)c1 (stereo not drawn)
→ -63	-6	26	2	17	26	19	-4	·	11	9

Screens: PubChem, several laboratories
